Screening data from PubChem.
NCI-60 one-dose screen, 48 h, at 10 µM unless noted. Numbers give growth in % (100 = growth as untreated, 0 = no growth, -100 = all killed).
HOP-62: HOP-62 NSCLC; 80,000 tested, 3.9% active; AID 1794735
M14: M14 melanoma | 80,000 tested, 6.2% active | AID 1794745
A549/ATCC: A549/ATCC NSCLC | 81,000 tested, 3.7% active | AID 1794740
HOP-92: HOP-92 NSCLC cells; 71,000 tested, 6.3% active; AID 1794738
UACC-62: UACC-62 melanoma. 81,000 tested, 5.4% active. AID 1794756
EKVX: EKVX NSCLC; 71,000 tested, 3% active; AID 1794765
MALME-3M: MALME-3M melanoma. 78,000 tested, 5.8% active
UACC-257: UACC-257 melanoma | 78,000 tested, 4.4% active | AID 1794764
Active calls of the source: *; nt = not tested or not shown. How the source made its calls: active means growth percent below 10; inactive means the rest.

SMILES	HOP-62	M14	A549/ATCC	HOP-92	UACC-62	EKVX	MALME-3M	UACC-257
O=C(O)C(Cc1ccc(O)cc1)n1c(O)c(C=C2N=c3ccccc3=N2)sc1=S (stereo not drawn)	95	95	106	103	93	103	106	98
Cc1cc2nnc(SCc3ccccc3)n2c(SCc2ccccc2)n1	97	109	86	83	80	91	117	101
c1ccc2cc(C3CC3)ccc2c1	103	101	93	103	99	100	97	110
O=c1c2cc(F)ccc2sc2c(NCCCNCCO)nc3ccc(Cl)cc3c12	61	33	58	37	92	89	106	98
CC(C)(CCc1ccccn1)C(=O)CCCc1ccccn1	105	99	99	nt	90	105	70	109
CCOC(=O)C(Cc1ccccc1Cl)n1cc(-c2ccccc2)nn1 (stereo not drawn)	95	nt	78	98	98	102	105	80
O=C(NNC(=O)c1ccc(NC(=O)c2ccccn2)cc1)Nc1ccccc1	107	104	102	102	95	104	96	102
O=C(O)c1cc(=O)[nH]c2ccc([N+](=O)[O-])cc12	98	105	96	nt	94	104	99	100
COc1ccc(C2NC(=O)Nc3ccccc32)c(OC)c1 (stereo not drawn)	99	96	98	87	nt	97	86	nt
CCC(=N)C(c1ccccc1)(c1ccccc1)C(C)CN(C)C (stereo not drawn)	98	90	93	92	105	nt	94	97
Nc1nc2ccc(Cl)cc2o1	102	97	100	nt	104	96	nt	106
CC1(C)CC[C@]23CC[C@]4(C)[C@H](CC[C@@H]5[C@@]6(C)C/C(=C/c7ccncc7)C(=O)C(C)(C)[C@@H]6CC[C@]54C)[C@H]2[C@H]1OC3	91	97	76	72	90	92	88	86
CNC(=O)c1cc(Oc2cccc3nc(N4CCCC4)ccc23)ccn1	102	97	98	92	98	109	96	95
COc1cc2c(c(OC)c1OC)[C@]1(OCC[C@H]1C)c1cccc(OC)c1-2	104	101	101	108	88	102	109	98
COc1cc(-c2cc(-c3cc4c([nH]c5ccccc54)c(-c4cc(OC)c(OC)c(OC)c4)n3)cc(-c3ccccc3)n2)cc(OC)c1OC	78	51	43	nt	40	nt	58	89
O=C(Nc1ccccc1O)Nc1ccccc1O	92	97	94	98	96	102	96	90
COc1cc2c(cc1OC)C1=NN(C(=O)Nc3ccc(F)cc3)C(c3ccc(F)cc3)C1C2 (stereo not drawn)	110	111	92	104	109	103	112	107
N/C=c1\sc2ncnn2c1=O	98	99	106	nt	83	99	93	125
C#CCSc1nnnn1-c1ccccc1	105	104	64	50	101	nt	104	94
c1ccc(-c2c3c(nn2-c2ccccc2)CON(c2ccccc2)[C@H]3c2ccccc2)cc1	91	87	89	62	73	86	86	92
CNC1=C([N+](=O)[O-])C(c2cccc(Cl)c2Cl)C(C#N)=C(c2ccc[nH]2)O1 (stereo not drawn)	102	104	104	91	95	98	100	100
CC(=O)/C(=C/n1c(=S)sc2ccccc21)C(=O)Nc1ccccc1	88	105	93	77	81	96	95	94
O=C1NC(=O)C2(N1)c1ccccc1-c1ccccc12	97	104	102	75	108	113	122	96
CCCCCCCCCCCCCCCCCCOC(=O)C(N)Cc1ccc(O)cc1 (stereo not drawn)	105	99	102	91	92	96	93	103
CC1SC(c2ccccc2Br)N(NC(=O)CCC(=O)c2nc3ncccc3[nH]2)C1=O (stereo not drawn)	81	84	88	82	67	78	93	99
CC1(CCl)Nc2ccccc2C(=O)N1c1ccc(Cl)cc1 (stereo not drawn)	107	98	91	94	94	nt	100	97
CC12CCC3c4ccc(O)cc4CCC3C1CCC2O (stereo not drawn)	90	99	99	84	103	nt	89	111
O=C(c1ccco1)N1CCn2c(nnc2C(F)(F)F)C1	98	102	99	120	94	96	104	98
NC(N)=NC(N)=Nc1cc2ccccc2c2ccccc12	38	-33*	41	-3.4*	44	58	-8.4*	74
CCCCC(=O)N(c1ccc(Nc2c3ccccc3nc3cc([N+](=O)[O-])ccc23)cc1)S(C)(=O)=O	56	93	34	39	76	nt	93	80
O=C(NCCCNS(=O)(=O)c1ccc(Cl)cc1)Nc1ccc(-n2cc(-c3ccncc3)c(-c3ccc(Cl)c(O)c3)n2)cc1	76	18	28	37	43	62	38	34
Oc1ccc(Cl)c(Nc2ncnc3c2cnn3CC(Cl)c2ccc(Br)cc2)c1 (stereo not drawn)	58	65	54	8.3*	56	55	57	80
O=C(Nc1ccc2c(ccn2C(=O)c2cccc(F)c2)c1)c1cnccn1	81	109	88	119	90	79	113	103
Cc1c(CCO)cc(-c2ccc(Cl)cc2)n1-c1ccccc1	97	104	89	90	88	95	103	100
O=S(=O)(Nc1ccc(Cl)nn1)c1ccc(NC(=S)Nc2ccccc2)cc1	94	nt	111	124	92	98	99	107
CC[C@H]1CCC/C=C/[C@@H]2C[C@H](O)C[C@H]2[C@H](O)/C=C/C(=O)O1	25	2.5*	5.7*	nt	-0.5*	-1.4*	nt	-14*
Cc1noc(N)c1C(=O)Nc1ccccc1F	110	100	99	93	103	92	99	105
COc1cc2nc3c(=O)n(-c4ccc(C#N)cc4)cnn3c(=O)c2cc1OC	102	94	106	103	95	94	87	110
CN1CCN(c2ccc3nc(-c4ccc5nc(-c6ccc(C(F)(F)F)cc6)[nH]c5c4)[nH]c3c2)CC1	51	44	90	59	68	82	18	87
COc1ccc(Cc2nnc3sc(-c4ccc(OC)cc4)nn23)cc1	91	111	103	97	97	94	117	107
CCOC(=O)c1ccc(NC(=S)NC(=O)c2cccc(NC(=O)C(C)C)c2)cc1	99	82	71	80	64	85	55	71
NCCOCC(N)C(=O)O (stereo not drawn)	120	119	110	nt	94	108	95	104
CC(O)C(O)C(N)CC=O (stereo not drawn)	101	98	103	95	97	105	94	107
COC(=O)c1c2c(c(C)[n+]([O-])c1C)C(=O)C=C(NCc1ccc(F)c(F)c1)C2=O	-12*	-88*	-24*	-38*	-84*	-82*	-100*	-83*
CC(C)(C)C(=O)/C=C/c1ccc(Cl)cc1	108	100	105	nt	nt	nt	nt	93
COC(=O)Oc1nn(C(=O)OC)c(=O)c2ccccc12	113	102	101	73	103	99	nt	96
NC(=O)C1CCN(C(=O)C(=O)c2c(-c3ccccc3)cc3ccccn23)CC1	101	96	98	97	98	nt	87	98
CC1CC(=O)CC(C)(C#N)C1 (stereo not drawn)	103	101	99	nt	101	90	110	98
COc1ccc(-c2cc(-c3nc(OC)nc(OC)n3)on2)cc1	nt	106	95	98	99	96	123	123
Nc1nc(-c2cccc(Br)c2)cc(-c2cc3ccccc3oc2=O)n1	91	103	97	nt	101	94	123	106

Further records:
SMILES	HOP-62	M14	A549/ATCC	HOP-92	UACC-62	EKVX	MALME-3M	UACC-257
CCOC(=O)c1c(C)nn(CC(O)c2ccccc2)c1NC(=O)Nc1ccccc1F (stereo not drawn)	100	95	95	80	77	95	101	99
C[C@H](CCC(=O)NCC(=O)NCc1ccc(C(=O)NO)cc1)[C@H]1CC[C@H]2[C@@H]3[C@@H](O)C[C@@H]4C[C@H](O)CC[C@]4(C)[C@H]3CC[C@]12C	104	nt	106	123	91	102	72	104
FC(F)(F)c1nc2nc(Cl)c(Cl)nc2[nH]1	104	112	104	nt	101	115	101	111
COc1ccc(OCCC(=O)O)cc1	114	120	97	nt	103	nt	109	90
COc1cc(OC)c2c(c1)O[C@@]1(OC)[C@H](c3ccccc3)C[C@H](O)[C@@]21O	82	99	95	98	92	105	101	92
C=CC(O)CCC (stereo not drawn)	110	106	92	nt	96	nt	106	90
CCCCCCCCOC(=O)C(C)OC(=O)OCCOCCOC(=O)OC(C)C(=O)OCCCCCCCC (stereo not drawn)	105	96	102	nt	94	94	89	107
O=C(NN1C(=O)c2ccccc2C1=O)c1ccc2nc(-c3ccc(Cl)cc3)[nH]c2c1	94	93	94	109	75	87	96	89
Cc1nc(N)[nH]c(=O)c1Br	111	108	93	120	102	117	118	89
COc1cc(-c2nn(-c3ccc(NC(=O)c4ccc(Cl)c(C(F)(F)F)c4)cc3)cc2-c2ccncc2)ccc1Cl	5.6*	-44*	29	nt	-0.9*	24	15	54
O=C(CN(Cc1ccco1)C(=O)/C=C/c1cccc([N+](=O)[O-])c1)Nc1ccccc1C(F)(F)F	90	90	96	71	76	106	108	61
CCCCCCCCn1ncc2c(Nc3cccc(Br)c3)ncnc21	109	111	102	93	79	83	96	106
O=C(/C=C\c1ccc([N+](=O)[O-])cc1)OCCCCOC(=O)/C=C/c1ccc([N+](=O)[O-])cc1	124	107	100	96	104	nt	101	97
COc1ccc2c(ccc(=O)n2C)c1	102	nt	100	98	99	116	112	97
N/C(=N\c1nc(-c2cccc([N+](=O)[O-])c2)cs1)NC(=O)Nc1ccc(Br)cc1	79	76	80	57	51	62	71	88
COC12C=C/C(=C(/C(=O)OCCSc3ccnn3C)C(=O)CCCCCCCCC3(OC)C=C/C(=C(/C(=O)OCCSc4ccnn4C)C(=O)CCCCCCCC1)O3)O2	28	-3.8*	5.5*	-19*	-56*	9.4*	-32*	40
OC(c1ccccc1)(c1ccccc1)c1ccc2ccccc2c1	74	100	95	nt	90	nt	104	105
CC1(C)CN(c2cnc(C(=O)Nc3cc(F)cc4cccnc34)cn2)CCN1	92	71	92	65	106	73	47	94
CCOCCc1c(O)nc(SC)[nH]c1=O	93	99	103	99	98	121	130	24
C=C1C(=O)O[C@H]2[C@H]1CC/C(COC(=O)CCCCCCC(=O)OC/C1=C/CC[C@@]3(C)O[C@H]3[C@H]3OC(=O)C(=C)[C@@H]3CC1)=C\CC[C@@]1(C)O[C@@H]21	84	31	97	34	42	25	-2.9*	71
COC1=CC2C(C)(O)c3ccccc3N3C(=O)COC23C=C1 (stereo not drawn)	97	101	89	94	97	101	104	99
CC(C)c1ccc2c(c1)CC[C@H]1[C@](C)(C#N)CCC[C@]21C	100	108	93	90	96	nt	nt	94
C#CC(C(C)C)N(CCO)CCCC (stereo not drawn)	99	108	96	nt	107	nt	116	97
O=c1[nH][nH]c(-c2ccc(Cl)cc2)c1-c1nc2ccccc2s1	84	90	87	93	85	92	90	94
Cc1cccc(Cl)c1N	104	105	96	94	103	122	111	96
CCCN1[C@@H]2CC[C@H]1/C(=C\c1ccc(OC)cc1OC)C1=C2[C@@H](c2ccc(OC)cc2OC)C(C#N)=C(N)O1	58	56	55	26	46	80	83	54
Cc1ccc2cc(-c3nc4ccccc4o3)c(Cl)nc2c1Cl	94	123	110	82	99	109	93	109
CC(=O)OCC1OC(n2c(Br)nc3c(=O)[nH]c(N)nc32)C(OC(C)=O)C1OC(C)=O (stereo not drawn)	90	98	102	nt	nt	129	99	101
O=c1[nH]nc(-c2ccc([N+](=O)[O-])o2)c(=O)[nH]1	74	96	nt	62	87	116	111	99
CS(=O)(=O)c1ccc(-n2cc(/C=N/O)c(-c3ccc(Br)cc3)n2)cc1	104	107	103	101	94	98	102	99
O=c1oc2c(cnc3ccccc32)cc1-c1ccccc1	93	108	96	97	94	99	116	99
CCOC(=O)/C(=N/Nc1cccc2c1C(=O)c1ccccc1C2=O)c1nn[nH]n1	97	108	103	85	90	70	111	104
COc1ccc(-c2cnnn2-c2nonc2-n2cccc2)cc1	27	-2.1*	26	nt	24	56	48	66
CC(=O)N1c2ccccc2-n2cccc2C1c1ccc(Cl)cc1 (stereo not drawn)	104	91	90	nt	73	64	87	94
O=C(N/N=C/c1cccc(O)c1)c1ccc(C(F)(F)F)nc1Nc1cccc(C(F)(F)F)c1	-33*	36	nt	-28*	0.9*	5.1*	1.3*	20
C#CCOc1ccc(C(Nc2cc(C)cc(C)c2)c2nnnn2C2CCCCC2)cc1OC (stereo not drawn)	83	nt	78	70	80	67	94	94
Cc1cc2ccccc2oc1=O	97	101	nt	81	93	113	99	105
COc1cc(-c2nc3ccccc3[nH]2)cc(CN2CCCCC2)c1O	114	116	102	84	96	96	117	106
CC(C)OC(=O)Nc1cc(F)c(F)cc1F	100	94	98	102	97	94	90	95
N#Cc1c(NCc2ccc(Br)cc2)sc2c1CCCC2	99	108	96	97	82	101	97	106
Cc1cc(NS(=O)(=O)c2ccc(Nc3nc(/C=C/c4ccc(O)cc4)nc4ccccc34)cc2)no1	114	nt	93	89	97	94	97	95
Cc1ccc(-n2nc(C#N)c(N3CCOCC3)n2)cc1	100	104	105	95	84	83	127	101

Exported with two lines to a compound: 2 of the compounds above
Each structure is followed by: HOP-62	M14	A549/ATCC	HOP-92	UACC-62	EKVX	MALME-3M	UACC-257
O=C(N/N=C/c1cccc(O)c1)c1ccc(C(F)(F)F)nc1Nc1cccc(C(F)(F)F)c1
 : -33*	36	nt	-28*	0.9*	5.1*	1.3*	20
C#CCOc1ccc(C(Nc2cc(C)cc(C)c2)c2nnnn2C2CCCCC2)cc1OC (stereo not drawn)
 : 83	nt	78	70	80	67	94	94

13 entries already listed, arranged by length of the SMILES, lowest first:
SMILES	HOP-62	M14	A549/ATCC	HOP-92	UACC-62	EKVX	MALME-3M	UACC-257
Cc1cc2ccccc2oc1=O	97	101	nt	81	93	113	99	105
CC(C)OC(=O)Nc1cc(F)c(F)cc1F	100	94	98	102	97	94	90	95
N#Cc1c(NCc2ccc(Br)cc2)sc2c1CCCC2	99	108	96	97	82	101	97	106
O=c1oc2c(cnc3ccccc32)cc1-c1ccccc1	93	108	96	97	94	99	116	99
COc1ccc(-c2cnnn2-c2nonc2-n2cccc2)cc1	27	-2.1*	26	nt	24	56	48	66
Cc1ccc2cc(-c3nc4ccccc4o3)c(Cl)nc2c1Cl	94	123	110	82	99	109	93	109
CC(=O)N1c2ccccc2-n2cccc2C1c1ccc(Cl)cc1 (stereo not drawn)	104	91	90	nt	73	64	87	94
COc1cc(-c2nc3ccccc3[nH]2)cc(CN2CCCCC2)c1O	114	116	102	84	96	96	117	106
CS(=O)(=O)c1ccc(-n2cc(/C=N/O)c(-c3ccc(Br)cc3)n2)cc1	104	107	103	101	94	98	102	99
CCOC(=O)/C(=N/Nc1cccc2c1C(=O)c1ccccc1C2=O)c1nn[nH]n1	97	108	103	85	90	70	111	104
O=C(N/N=C/c1cccc(O)c1)c1ccc(C(F)(F)F)nc1Nc1cccc(C(F)(F)F)c1	-33*	36	nt	-28*	0.9*	5.1*	1.3*	20
CC(=O)OCC1OC(n2c(Br)nc3c(=O)[nH]c(N)nc32)C(OC(C)=O)C1OC(C)=O (stereo not drawn)	90	98	102	nt	nt	129	99	101
Cc1cc(NS(=O)(=O)c2ccc(Nc3nc(/C=C/c4ccc(O)cc4)nc4ccccc34)cc2)no1	114	nt	93	89	97	94	97	95
